Compound activity (PubChem)
RECQ1 helicase – inhibitors of human RECQ1 DNA helicase; P46063; RECQ1 DNA unwinding, red fluorescence kinetic read; Potency, µM (top dose mostly 57.3 µM), without a hit: at the top dose activity, negative = inhibition, usual class: inhibitors; 0.54% of 240,000 active;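 further: plate controls were vehicle for no effect and no enzyme for full effect; nearly all actives have a fitted effect of over 30% in size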
Target sequence (P46063 whole entry, looked up): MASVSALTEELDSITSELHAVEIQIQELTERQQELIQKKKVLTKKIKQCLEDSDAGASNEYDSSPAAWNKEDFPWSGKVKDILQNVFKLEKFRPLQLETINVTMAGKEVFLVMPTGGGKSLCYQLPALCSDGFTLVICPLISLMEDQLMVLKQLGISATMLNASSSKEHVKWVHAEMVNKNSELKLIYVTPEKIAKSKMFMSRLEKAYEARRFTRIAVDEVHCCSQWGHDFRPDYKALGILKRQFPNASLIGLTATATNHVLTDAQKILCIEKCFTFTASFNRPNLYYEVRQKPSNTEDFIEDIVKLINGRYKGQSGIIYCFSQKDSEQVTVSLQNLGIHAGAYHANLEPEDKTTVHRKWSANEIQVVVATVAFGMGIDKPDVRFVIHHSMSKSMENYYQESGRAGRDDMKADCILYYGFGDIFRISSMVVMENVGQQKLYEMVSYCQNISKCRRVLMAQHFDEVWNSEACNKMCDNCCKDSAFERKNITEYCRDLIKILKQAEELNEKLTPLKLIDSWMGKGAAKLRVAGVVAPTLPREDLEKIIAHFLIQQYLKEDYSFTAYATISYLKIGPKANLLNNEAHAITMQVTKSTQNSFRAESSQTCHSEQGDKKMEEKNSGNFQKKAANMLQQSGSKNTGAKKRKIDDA
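RECQ1T1 50 nM; forked duplex (20 bp + 30-nt ss tails) 200 nM, ATP 2 mM final; pH 8.0, 2 mM MgCl2, 2.5 ug/ml poly(dI-dC); 15 min compound preincubation; discontinuous kinetic read over 2 h at RT.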
GoLoco inh red – RGS12 GoLoco-Gai1 interaction inhibition; P63096; Gai1:RGS12 GoLoco peptide FP, rhodamine, 10 min; Potency, µM (titrated, usually from 61.6 µM), without a hit: at the top dose activity, negative = inhibition, hits mostly inhibitors; 0.44% of 230,000 active; active means well fitted inhibition curve with a large enough effect, not every such curve was filed as active; inactive means no such curve, though single readings can be large or run the other way; further: on the % scale 0 is the no-effect control and ±100 the full control effect; nearly all actives have a fitted effect of over 30% in size; many of its hits are not listed in these tables
Epigenetic reg – epigenetic control regulation, reporter derepression. murine LDR cells, GFP reporter derepression, 30 h. AID 1865. 0.2% of 280,000 active. Potency, µM (top dose mostly 53.9 µM), for the others: at the highest dose GFP activation, actives largely listed as activators; further: % of control where 0% means no effect; nearly all actives have a fitted effect of over 60% in size
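Readout is the number of GFP-expressing murine LDR cells, counted by cytometry following washing. Cells were treated with compound for 30 h at 37 C; the stably integrated CMV-GFP locus is normally silent.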
IMPase Li cell – membrane-permeable IMPase blocker, potentiated with lithium | Potency, µM (titrated, usually from 59.4 µM), inactives show at the top dose activity, negative = IMPase inhibition, usual class: inhibitors | CHO-M1 cells, IP1 TR-FRET (IP-One), carbachol + lithium | 0.35% of 210,000 active;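 further: IP1 builds up when IMPase is blocked and the TR-FRET signal falls; plate controls were basal vehicle for no effect and high inhibitor control for full effect; nearly all actives have a fitted effect of over 50% in size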
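CHO cells stably expressing M1 receptor (2000/well, cultured 16–30 h) treated 30 min at 37C with compound plus low lithium. Cytosolic IP1 by TR-FRET (665/620 ratio and 620 channel) after 10 min lysis; AC50 by Hill fit.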
JMJD2E inh – JMJD2E (human) inhibition | B2RXH2 | AID 2147 | 1.6% of 230,000 active | JMJD2E catalytic domain, FDH-coupled NADH fluorescence (FDH is formaldehyde dehydrogenase) | Potency, µM (series often up to 57.1 µM), for inactives: at the highest dose activity change, negative = inhibition, most hits filed as inhibitors; active means well fitted inhibition curve with a large enough effect, not every such curve was filed as active; inconclusive means small, poorly fitted or top-dose-only effect, or another doubt; inactive means no such curve, though single readings can be large or run the other way;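 further: 0% = wells with enzyme and -100% = buffer wells without enzyme; nearly all actives have a fitted effect of over 50% in size; many of its hits are not listed in these tables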
Target sequence (B2RXH2 1-337 limits assumed): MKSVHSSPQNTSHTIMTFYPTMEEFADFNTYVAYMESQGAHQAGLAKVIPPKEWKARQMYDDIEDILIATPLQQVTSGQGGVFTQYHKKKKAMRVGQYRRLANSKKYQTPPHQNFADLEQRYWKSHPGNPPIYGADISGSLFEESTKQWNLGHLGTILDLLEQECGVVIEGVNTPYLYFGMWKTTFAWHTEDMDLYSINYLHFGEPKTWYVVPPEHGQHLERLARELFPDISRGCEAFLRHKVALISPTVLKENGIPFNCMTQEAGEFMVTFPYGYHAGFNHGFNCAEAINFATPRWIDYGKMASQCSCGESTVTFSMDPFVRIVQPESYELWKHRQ
SMN2 splice up – SMN2 splice variant enhancement; HEK293 SMN2-luciferase splicing reporter, luminescence, 30-36 h; Potency, µM (titrated, usually from 46.1 µM), inactives show at the top dose activity change, positive = activation, most hits filed as activators; 2.8% of 210,000 active; AID 1458; further: % of control where 0% means no effect; nearly all actives have a fitted effect of over 55% in size
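HEK293 cells carry an SMN2 minigene-luciferase reporter in which exon 7 inclusion puts luciferase in frame. Cells were seeded at 2000 cells/well, attached for 10-12 hours, then exposed to compounds for 30-36 hours at 37C before ONE-Glo luminescence.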
NPSR antag – neuropeptide S receptor (human) antagonism, cAMP; Q6W5P4; CHO-NPSR cells, cAMP TR-FRET, antagonist mode; Potency, µM (doses to about 38.3 µM), for inactives: top-dose activity change, negative = inhibition, hits mostly inhibitors; 1% of 220,000 active; further: on the % scale 0 is the no-effect control and ±100 the full control effect; nearly all actives have a fitted effect of over 50% in size; many of its hits are not listed in these tables
KinaseGlo FLuc – blocks Kinase-Glo luciferase, a counter-screen artifact | Kinase-Glo luciferase, ATP luminescence, 8 min | Q27757 | Potency, µM (top dose mostly 38.3 µM), without a hit: at the top dose activity change, negative = inhibition, hits mostly inhibitors | AID 1379 | 0.28% of 200,000 active; further: on the % scale 0 is the no-effect control and ±100 the full control effect; nearly all actives have a fitted effect of over 60% in size
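Kinase-Glo luciferase light output from ATP and luciferin was measured with 10 uM ATP, within the enzyme's linear range. Buffer: 50 mM imidazole pH 7.2, 50 mM KCl, 7 mM MgCl2, 0.01% Tween 20, 0.05% BSA; luminescence read after 8 min at ambient temperature.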
An asterisk follows results filed as active; i = inactive; ? = inconclusive; / = no result given; [ ] = remark or other dose. Unless noted, the call rests on the fitted dose curve; in most records, active means well fitted curve in the direction sought with a large enough effect; inconclusive means small, poorly fitted or top-dose-only effect, or another doubt; inactive means no such curve, though single readings can be large; an effect the other way counts as inactive or inconclusive. Potency means the concentration at half of the fitted maximal effect.

SMILES	RECQ1 helicase	GoLoco inh red	Epigenetic reg	IMPase Li cell	JMJD2E inh	SMN2 splice up	NPSR antag	KinaseGlo FLuc
COc1ccc(C(=O)CN2Cc3ccccc3C2=N)cc1	i	7.4%	-1.1%	/	?	/	10.3%	/
COc1cccc(C2C(C(C)=O)=C(O)C(=O)N2CCNCCO)c1 (stereo not given)	i	6.2%	4.8%	5.3%	0.3%	-7.2%	-2.9%	-3.4%
O=C(NNC(=O)C1CCCN(S(=O)(=O)c2cccc(F)c2)C1)C1CC1 (stereo not given)	-0.4%	1.9%	2.1%	4.8%	3.8%	/	-14.9%	-3.5%
COc1cccc(C(=O)N/N=c2\sc3ccccc3n2C)c1	1.0%	7.8%	-3.0%	9.7%	2.5%	18.5%	12.9%	-2.7%
Cc1nnc(Nc2ccc3c(c2)OCO3)c2ccccc12	i	2.2%	-4.5%	2.0%[38.3 µM]	2.2%	18.0%	-23.4%[46.1 µM]	-0.6%
CCOC(=O)c1nn(-c2ccc(F)cc2)cc1O	-6.8%	-1.4%	-2.0%	-1.4%	-12.2%	-16.7%	10.6%	8.1%
CC(C)C(=O)N1CCC(c2nc(-c3ccc(S(=O)(=O)N4CCN(C)CC4)cc3)no2)CC1	19.1%	1.3%	0.0%	12.8%	-4.0%	-32.3%[inhibitor]	12.8%	-2.1%
CC(C)(O)P(=O)(O)CCc1ccccc1	i	4.9%	-1.0%	/	9.6%	/	-19.9%	/
CCN(CC)CCCNC(=O)c1c(O)c2c([nH]c1=O)CCCC2	-1.7%	5.1%	-0.7%	7.6%[38.3 µM]	?	-14.4%	10.9%[46.1 µM]	-3.8%
CCc1ccc2c(CN3CCc4ccccc43)cc(=O)oc2c1	-5.0%	/	1.5%	/	-12.6%	/	11.4%[46.1 µM]	/
CCC1CCCCN1CC(=O)Nc1cc(OC)c(OC)cc1C#N (stereo not given)	i	0.3%	-0.6%	13.9%	-6.7%	2.8%	4.5%	-0.2%
c1ccc(-c2cn3c4c(sc3n2)CCCC4)cc1	-2.7%	1.4%	-1.6%	36.5%[activator][38.3 µM]	5.9%	?	23.7%[46.1 µM]	11.2µM*
c1ccc(-c2ccn3nnnc3n2)cc1	2.0%	5.3%	-0.8%	1.2%	-11.1%	8.0%	-11.6%[46.1 µM]	2.5%
N#CC12CCCCC1CC1CCCCC1(C#N)N2Cc1cccnc1 (stereo not given)	i	3.6%	-2.2%	-0.5%[38.3 µM]	0.2%	3.3%	8.5%[7.67 µM]	-1.0%
COc1cc(=O)n(C)c2c(O)cccc12	-6.8%	-3.1%	3.0%	6.3%	-14.5%	/	-25.9%	/
COc1ccc(Cl)cc1C(=O)CSc1nnnn1C1CCCCC1	-2.9%	8.8%	0.9%	18.7%	4.0%	-5.6%	-19.6%[46.1 µM]	3.1%
Cc1nc2ccc(NC(=S)NC3CCCCC3)cc2nc1C	i	0.9%	1.1%	-5.1%	-8.2%	16.9%	-0.7%	-2.4%
Cc1ccc(-c2nc(NCc3ccco3)n(S(C)(=O)=O)n2)cc1	-6.4%	9.4%	0.1%	3.9%	5.8%	?	-20.2%	2.7%
CCCCn1c(SCC(=O)c2cc(OC)ccc2OC)nc2cc(S(N)(=O)=O)ccc21	12.4%	13.1%	1.4%	-17.2%[38.3 µM]	-28.7%	-11.0%	-16.0%[46.1 µM]	-3.0%
CC1CCCCC12NC(=O)N(CC(=O)Nc1ccc(S(=O)(=O)N3CCOCC3)cc1)C2=O (stereo not given)	-9.9%	-6.0%	-1.0%	12.6%[38.3 µM]	4.4%	14.0%	0.8%[46.1 µM]	-1.6%
COc1ccc(NC(=O)c2ccc3c(c2)C(=O)N(Cc2cccnc2)C3=O)c(OC)c1	i	-0.7%	-1.0%	7.7%	0.3%	27.7%	1.3%[46.1 µM]	3.3%
COc1ccc(C(=O)C2CCCN(C(=O)c3n[nH]c4c3CCCC4)C2)cc1OC (stereo not given)	1.3%	12.1%	1.7%	5.9%	-2.0%	/	2.9%	-1.2%
COc1cccc2cc(C(C)=O)oc12	?	0.8%	0.0%	-2.4%	-0.6%	-0.8%	5.9%	-1.3%
c1cc(C(c2nnnn2C2CCCCC2)N2CCN3CCCC3C2)ccn1 (stereo not given)	-3.5%	-0.6%	1.2%	-1.4%	-20.1%	7.6%	-4.3%[46.1 µM]	0.6%
CNCc1cc2ccc(C)cc2[nH]c1=O	-2.9%	/	-3.4%	/	?	/	4.5%[46.1 µM]	/
Cc1nc(S/C(=C/c2ccc(-c3cccc(Cl)c3)o2)C(=O)O)n[nH]1	-4.6%	19.5%	0.0%	-1.4%[38.3 µM]	2.6%	-23.3%	-12.7%[46.1 µM]	-3.8%
COc1cc(-c2nnc3sc(C4CCCCC4)nn23)cc(OC)c1OC	-9.9%	6.3%	0.0%	25.0%[38.3 µM]	5.3%	-9.2%	?	1.3%
CCOC(=O)/C=C/C(=O)OCC(=O)Nc1ccc(Cl)cc1Cl	-5.1%	13.3%	-1.7%	0.8%	2.2%	17.8%	18.5%	0.6%
CC(c1ccon1)N(C)Cc1cn[nH]c1-c1ccc(-c2ccccc2)cc1 (stereo not given)	-2.7%	5.8%	-1.7%	14.7%	-9.3%	/	5.2%	0.8%
O=C(O)c1ccc(S(=O)(=O)NC2CCCCC2)cc1	i	/	-3.5%	/	6.9%	/	3.5%[46.1 µM]	/

By substructure: those above with a COOH group
SMILES	RECQ1 helicase	GoLoco inh red	Epigenetic reg	IMPase Li cell	JMJD2E inh	SMN2 splice up	NPSR antag	KinaseGlo FLuc
Cc1nc(S/C(=C/c2ccc(-c3cccc(Cl)c3)o2)C(=O)O)n[nH]1	-4.6%	19.5%	0.0%	-1.4%[38.3 µM]	2.6%	-23.3%	-12.7%[46.1 µM]	-3.8%
O=C(O)c1ccc(S(=O)(=O)NC2CCCCC2)cc1	i	/	-3.5%	/	6.9%	/	3.5%[46.1 µM]	/

Next section.
SMILES	RECQ1 helicase	GoLoco inh red	Epigenetic reg	IMPase Li cell	JMJD2E inh	SMN2 splice up	NPSR antag	KinaseGlo FLuc
COC(=O)[C@@]1(Cc2ccc(F)cc2)[C@H]2c3cc(C(=O)N(C)C)n(Cc4cccc5ccccc45)c3C[C@H]2CN1C(=O)c1ccccc1	-8.7%	1.5%	1.0%	12.8%	-0.3%	-18.8%	/	-2.8%
Cc1cc(C(=O)CSc2nnc(-c3cccnc3)n2-c2ccccc2)c(C)n1CC1CCCO1 (stereo not given)	-26.6%	4.8%	-8.3%	26.9%[38.3 µM]	-0.9%	-24.4%	-9.7%[46.1 µM]	-9.0%
CCOC(=O)c1cccc(NC(=S)NCc2ccc(C)cc2)c1	-7.2%	13.2%	9.7%	14.3%	4.9%	/	10.8%	-1.8%
O=C(Nc1ccc(N2CCOCC2)c(Cl)c1)c1c(F)c(F)c(F)c(F)c1F	-9.0%	10.6%	1.1%	21.7%[38.3 µM]	-3.7%	?	-16.6%[46.1 µM]	3.8%
Cn1cnnc1Sc1ccc(/C=C(\CCC(=O)O)c2nc3ccccc3s2)cc1[N+](=O)[O-]	14.3%	-3.3%	-3.9%	-2.6%	-21.6%	7.1%	3.0%	-0.1%
COc1ccc(C(=O)Oc2ccc(C(=S)N3CCCC3)cc2)cc1OC	-6.9%	3.3%	-0.3%	-3.2%	0.9%	-7.0%	9.8%	0.5%
Cn1c(SCC(=O)N2CCCC2=O)nnc1-c1ccccc1F	-2.0%	-7.3%	1.3%	-9.6%	13.7%	13.8%	20.8%	2.0%
COc1ccccc1-c1ccc(NC2CCCC2)nn1	-5.6%	12.3%	-1.0%	9.4%	-15.9%	11.2µM*	-5.3%	-5.2%
O=C(Oc1ccc2c3c(c(=O)oc2c1)CCCC3)c1cccs1	1.6%	0.1%	1.0%	-6.7%	?	-10.5%	4.6%	-0.2%
CCC(C)NC(=O)Cc1c(OC)ccc2cc(Br)ccc12 (stereo not given)	i	14.0%	-3.6%	?	-1.9%	-29.7%	-37.8%	3.9%
O=c1oc2cc(O)ccc2cc1-c1ccc(F)cc1	-16.8%	62.8%[activator]	-7.9%	?	?	13.8%	?	-14.1%
Cc1ccc(C2CC(=O)NC(SCC(=O)OCc3ccccc3)=C2C#N)o1 (stereo not given)	14.5%	-17.8%	-0.5%	17.7%[38.3 µM]	-1.2%	2.5%	-17.6%[46.1 µM]	-4.4%
Cc1ccc(-n2nnnc2SCC(=O)N2CCCCC2)cc1	-22.5%	-4.9%	0.1%	6.1%[38.3 µM]	7.1%	-8.1%	-8.9%[46.1 µM]	-3.5%
NS(=O)(=O)c1ccc(NC(=O)COC(=O)c2ccc([N+](=O)[O-])s2)cc1	-1.7%	0.8%	-0.9%	/	-4.8%	/	-30.5%	/
O=C(CCN1CCOCC1)Nc1ccccc1	7.8%	7.1%	-0.2%	-0.8%[38.3 µM]	8.1%	2.4%	-9.6%[46.1 µM]	-3.0%
COc1ccc(NC(=O)CSc2nc3ccccc3c(=O)n2CCNC(C)=O)cc1	-2.7%	6.3%	-0.2%	5.6%[38.3 µM]	3.5%	-0.6%	-9.9%[46.1 µM]	0.8%
Nc1[nH]ncc1N=Nc1ccc(Cl)cc1	i	-7.2%	-3.6%	-9.7%[38.3 µM]	-2.9%	10.6%	-17.7%[46.1 µM]	0.7%
Cc1ncc(/C=C2\C(=O)Nc3ccccc32)[nH]1	-1.1%	9.7%	?	/	-9.0%	/	48.0%	/
NC(=O)CCc1c[nH]c2ccccc12	-6.1%	-5.6%	-4.1%	-13.2%[38.3 µM]	-20.7%	14.0%	-18.7%[46.1 µM]	5.8%
Cc1[nH]n(C(N)=S)c(=O)c1N=Nc1ccc2ccccc2c1	-5.6%	19.4%	-1.6%	9.1%	4.4%	22.4µM*	-18.3%	0.6%
CN(C)c1nc(SCc2ccccc2)nc(N2CCOCC2)n1	i	10.9%	-1.1%	9.7%[38.3 µM]	-7.3%	-7.8%	?	-1.6%
COC(=O)Cn1cc(/C=C/[N+](=O)[O-])c2ccccc21	i	4.2%	?	14.6%	-23.6%	2.8%	-36.8%	0.9%
Cc1ccccc1OCCC(=O)Nc1cccc(S(=O)(=O)Nc2ccccc2Cl)c1	-4.6%	-9.6%	1.3%	8.9%	4.0%	-3.6%	-6.6%	-1.3%
CC1(C)CC(=O)C=C(NCC(=O)O)C1	-0.1%	0.6%	-3.9%	0.7%[38.3 µM]	9.5%	-1.7%	16.0%[7.67 µM]	-1.7%

Not all compounds are listed, so the mix of outcomes need not match the whole.
